# Hep lipid drop = hepatic lipid droplet formation modulation; 240,000 compounds, 0.4% hits; AML12 mouse hepatocytes, oleate lipid droplets, BODIPY imaging; inhibition, % at 6.5 µM; AID 1656;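 active = lipid droplet intensity inhibited by at least 50%, with more than 500 cells counted; inconclusive = wells with under 300 cells, treated as cytotoxic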
#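 System: AML12 hepatocytes (mouse). Probe or stimulus: oleic acid at 100 µM to induce lipid droplet formation. Times: overnight treatment with compound plus oleate. Detection: Image-based BODIPY and DAPI two-channel analysis. Evaluation: percent inhibition of filter-corrected integrated lipid droplet intensity per well.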
# LYP phosphatase = PTPN22 lymphoid phosphatase activity blockers – biochemical, fluorescence intensity, uHTS (AID 1779). recombinant LYP phosphatase, fluorescence intensity; higher % means a stronger effect. inhibition, % at 11.5 µM, or IC50 in µM where a hit was titrated. 290,000 compounds, 0.054% hits;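 also: plate controls were vehicle with enzyme for no effect and no enzyme for full effect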
# SIAH1 antagonists = Siah-1 peptide-binding antagonists, primary screen, biochemical, fluorescence polarization, rhodamine-plectin, uHTS (AID 1817) | Siah-1 / rhodamine-plectin peptide fluorescence polarization; higher % means a stronger effect | one-dose displacement, % at 20 µM; IC50 in µM for titrated hits | 290,000 compounds, 0.02% hits;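 active = displacement of at least 50% at 20 µM, with a fluorescence ratio check between 0.3 and a set limit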;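 also: plate controls were Siah plus tracer with DMSO for no effect and tracer alone without Siah for full effect; strong numbers were not always called active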
# Myeloid diff 2 = compounds promoting myeloid differentiation; AID 624256; ER-HoxA9 myeloid progenitors, lysozyme-GFP differentiation, flow cytometry; 360,000 compounds, 1% hits; calls only at 10 µM;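 active = normalized GFP-positive differentiation at or above the plate's own cutoff, the solvent-only control mean plus 3 SD; inconclusive = no clear call, values can overlap the other calls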;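 also: cells exposed to compound for four days before flow analysis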
# NOD2 inhibition = inhibition of NOD2-driven NF-kB reporter – cell-based, luminescence, uHTS, HEK293 (AID 1566); HEK293 NOD2/NF-kB luciferase reporter, luminescence; higher % means a stronger effect; one-dose inhibition, % at 4 µM; EC50 in µM for titrated hits; 290,000 compounds, 0.63% hits; also: many of its hits are not listed in these tables
# Dengue-2 NS5 capping = flavivirus cap methylation enzyme inhibition – biochemical, confirmation dose response, primary screen (AID 588689); Dengue-2 NS5 methyltransferase capping enzyme assay, biochemical; higher % means a stronger effect; one-dose inhibition, % at 25 µM; IC50 in µM for titrated hits; 340,000 compounds, 0.3% hits; in the data active = a potency from the dose series; inconclusive = inhibition above about 29% without an active follow-up result
# AID2073 = disruptors of CaV2.2 binding to Mint1 – biochemical, HTRF (AID 2073); HTRF protein-protein interaction, Mint1-CaV2.2; higher % means a stronger effect; one-dose inhibition, % at 20 µM; IC50 in µM for titrated hits; 290,000 compounds, 0.19% hits; in the data active = inhibition mostly above about 51%, no sharp cut-off; inconclusive = no clear call, values can overlap the other calls; inactive = mostly below about 53%; also: some results filed as inactive read as strong as hits
# HIV peptide binding = cell-free HIV fusion peptide-binding blockers – biochemical, uHTS, fluorescence dequenching, primary screen (AID 1986). 290,000 compounds, 0.3% hits. one-dose inhibition, % at 20 µM; IC50 in µM for titrated hits. cell-free peptide binding, fluorescence dequenching, 30 min; higher % means a stronger effect; in the data active = inhibition mostly above about 52%, no sharp cut-off; inactive = mostly below about 76%; also: some results filed as inactive read as strong as hits
# XIAP antagonists = XIAP antagonists, biochemical, IAP family, fluorescence polarization (AID 1018); XIAP BIR domain, fluorescence polarization peptide displacement; higher % means a stronger effect; displacement, % at 20 µM; hits with a dose series show IC50 in µM; 200,000 compounds, 0.007% hits; in the data active = displacement above about 50%; also: a part of the inactive calls stands beside numbers as strong as those of hits
# Hep lipid drop cells 6.5 µM = second read-out of Hep lipid drop, no call of its own (marks repeat the call); cell count; measured here: cell count, cytotoxicity flag;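 cells counted across two imaged fields per well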
# Dengue-2 NS5 capping pilot replicate = recorded beside Dengue-2 NS5 capping, whose call it bears; inhibition, %; measured here: pilot screen replicate inhibition
# Myeloid diff 2 GFP+ MAC1+ % = second read-out of Myeloid diff 2, no call of its own (marks repeat the call); GFP+ MAC1+ double positive, %; measured here: differentiation confirmed by MAC1 staining
# The depositor's hits bear a star; i = inactive; ? = inconclusive; nt = no result given. Rule as the data show it, unless noted: active = inhibition above about 50%; inactive = the rest.
SMILES,Hep lipid drop,Hep lipid drop cells 6.5 µM,LYP phosphatase,SIAH1 antagonists,Myeloid diff 2,Myeloid diff 2 GFP+ MAC1+ %,NOD2 inhibition,Dengue-2 NS5 capping,AID2073,HIV peptide binding,XIAP antagonists,others
COc1ccc(N2CCN(C(=O)c3cccc(NC(=O)c4ccco4)c3)CC2)cc1,-34,686,-9%,5%,i,0.6,-3%,-3%,0%,-0.7%,nt,
O=C(NC12CC3CC(CC(C3)C1)C2)c1ccc([N+](=O)[O-])o1,-2,782,-8%,-2%,i,2.3,31%,-7%,2%,1.9%,nt,
COc1ccc(CC(=O)Nc2cccnc2)cc1,-1,761,-9%,0%,i,0.5,-3%,-1%,7%,-0.5%,nt,
Cc1nn(CCc2nn[nH]n2)c2nc(-c3ccc(Br)cc3)cc(C(F)(F)F)c12,-15,684,5%,3%,i,0.2,18%,8%,13%,38%,-15%,
CC(=O)Nc1nc2ccccc2n1Cc1ccc(Cl)cc1,5,735,-6%,-8%,i,0.2,-16%,-5%,-5%,-1.8%,nt,
Cc1ccc(-c2nnc(-c3ccc(NC(=O)c4ccco4)cc3)o2)cc1,5,733,1%,27%,i,1.1,12%,8%,28%,4.4%,0.1%,
CCN(CC)CCN1C(=O)/C(=C\c2ccc(Cl)c([N+](=O)[O-])c2)SC1=Nc1ccc(OC)cc1,12,847,-10%,8%,nt,nt,14%,0%,19%,-1.9%,nt,
O=C(CCS(=O)(=O)c1cccs1)N1CCN(c2ccc(F)cc2)CC1,nt,nt,-6%,-4%,i,0.4,-14%,-9%,37%,1.3%,-3.0%,
CC1(C)Cc2c(C#N)c(NCC3CCCO3)nc(-c3ccco3)c2CO1 (configuration not stated),9,801,0%,3%,i,0.7,0%,15%,46%,5.2%,-4.5%,
O=C(Nc1ccc2oc(-c3cccnc3)nc2c1)c1ccc([N+](=O)[O-])o1,5,710,-8%,1%,nt,nt,nt,-2%,-12%,-3.7%,-13%,

# Ordered by count of non-hydrogen atoms (ascending): part of the list above
SMILES,Hep lipid drop,Hep lipid drop cells 6.5 µM,LYP phosphatase,SIAH1 antagonists,Myeloid diff 2,Myeloid diff 2 GFP+ MAC1+ %,NOD2 inhibition,Dengue-2 NS5 capping,AID2073,HIV peptide binding,XIAP antagonists,others
O=C(NC12CC3CC(CC(C3)C1)C2)c1ccc([N+](=O)[O-])o1,-2,782,-8%,-2%,i,2.3,31%,-7%,2%,1.9%,nt,
O=C(CCS(=O)(=O)c1cccs1)N1CCN(c2ccc(F)cc2)CC1,nt,nt,-6%,-4%,i,0.4,-14%,-9%,37%,1.3%,-3.0%,
CCN(CC)CCN1C(=O)/C(=C\c2ccc(Cl)c([N+](=O)[O-])c2)SC1=Nc1ccc(OC)cc1,12,847,-10%,8%,nt,nt,14%,0%,19%,-1.9%,nt,

# The list goes on.
SMILES,Hep lipid drop,Hep lipid drop cells 6.5 µM,LYP phosphatase,SIAH1 antagonists,Myeloid diff 2,Myeloid diff 2 GFP+ MAC1+ %,NOD2 inhibition,Dengue-2 NS5 capping,AID2073,HIV peptide binding,XIAP antagonists,others
CCCc1cc(=O)n2[nH]c(-c3ccccc3)cc2n1,4,745,0%,4%,i,1.3,-60%,9%,11%,3.1%,-8.3%,
COc1ccc2c(c1)c1ccccc1n2C,-1,696,-5%,-7%,i,0.3,2%,-2%,-1%,-2.1%,-1.4%,
C=CCNC(=O)CCc1nnc(C2(c3ccc(Cl)cc3)CCC2)o1,1,711,-6%,-1%,i,0.4,-52%,3%,-3%,-0.2%,2.6%,
COc1ccc(C(=O)/C=C/Nc2ccc(S(=O)(=O)Nc3cc(OC)nc(OC)n3)cc2)c(OC)c1,-2,853,-1%,-6%,?,nt,-9%,-20%,28%,31%,nt,
CC12CN(C(=O)c3ccc([N+](=O)[O-])cc3)CC(C)(CN(C(=O)c3ccc([N+](=O)[O-])cc3)C1)C2=O,1,703,-4%,-5%,nt,nt,-2%,nt,-22%,-2.4%,nt,
COc1ccc2nc(SCC(=O)NC3CCCc4ccccc43)[nH]c2c1 (configuration not stated),-4,640,-4%,-5%,i,0.3,-2%,-4%,-3%,-2.4%,-2.6%,
CSc1nc(-c2ccccc2)nc(NC(=O)c2ccccc2)c1C(C)=O,0,703,9%,13%,i,0.6,4%,-2%,-8%,0.7%,-3.6%,
CC1(C)CC(=O)C2=C(C1)N(N1CCOCC1)C(N)=C(C#N)C2c1cccnc1 (configuration not stated),-2,748,0%,-1%,i,0.8,-9%,-12%,-1%,-1.3%,-5.7%,
N#Cc1cnn(-c2ccccc2)c1NC(=O)CN1CCOCC1,-12,715,-5%,-6%,i,0.3,-8%,nt,-10%,-0.9%,nt,
Cc1ccc(C(c2nnnn2CS(=O)(=O)c2ccc(C)cc2)N2CCCC2)cc1 (configuration not stated),5,682,-7%,-6%,i,0.3,5%,4%,8%,-0.4%,-6.0%,
Cc1ccc(C(=O)NC(C)CCc2ccccc2)cc1[N+](=O)[O-] (configuration not stated),nt,nt,-5%,-4%,i,0.8,1%,-6%,-7%,-2.7%,-6.1%,
CC(=O)OCC(=O)Nc1ccccc1C,-23,726,-8%,-3%,i,0.7,8%,1%,35%,0.4%,-3.3%,
Nc1nc(SCc2nc3scc(-c4ccccc4)c3c(=O)[nH]2)n[nH]1,1,785,0%,-1%,i,5.3,4%,-19%,-1%,-1.5%,-6.9%,
COC(CNC(=O)CC1C(=O)N(Cc2ccccc2)C(C)c2nc3ccccc3n21)OC (configuration not stated),28,666,2%,4%,i,0.1,-1%,-9%,1%,1.8%,-5.9%,
CC(C)n1cc(C(=O)c2cc(Br)ccc2O)cc(C#N)c1=O,25,828,-2%,0%,i,2.8,18%,-3%,-3%,3.2%,-3.6%,
CC(=O)c1ncnn1CC(=O)c1ccc(Cl)cc1Cl,nt,nt,-7%,2%,i,0.8,3%,-11%,16%,14%,-0.6%,
Cc1ccccc1-c1nc(CN2CCCC(C(=O)NCc3cccnc3)C2)c(C)o1 (configuration not stated),nt,nt,-5%,-1%,i,1.5,7%,-2%,2%,-0.8%,-3.6%,Dengue-2 NS5 capping pilot replicate=3.8
CCN(CC)C(=O)Cn1cc(C(=O)C(=O)NCCc2c[nH]c3ccccc23)c2ccccc21,-3,776,0%,3%,i,1.9,-4%,15%,1%,-0.2%,nt,
O=C(CCN1C(=O)/C(=C/c2ccc(Cl)cc2)SC1=S)Nc1cccc(C(=O)O)c1,27,676,-1%,0%,i,1.0,4%,1%,1%,62%,nt,
Cc1nn(C)cc1C(=O)NNC(=S)Nc1ccccc1,nt,nt,-3%,2%,i,0.8,-23%,0%,-12%,0.2%,-4.1%,
CC(=O)Cc1nsc(NC(=O)c2ccc(-c3ccc(Cl)cc3Cl)o2)n1,nt,nt,-4%,0%,i,1.2,-16%,5%,14%,1.5%,0.7%,Dengue-2 NS5 capping pilot replicate=-1.8
Cc1c(O)ccc(-c2n[nH]c(C(=O)O)c2-c2nc3ccccc3s2)c1O,-4,748,-4%,-1%,i,0.4,-33%,12%,1%,27%,nt,
COC(C(=O)Nc1ccnn1C1CCN(Cc2cnn(C(C)C)c2)CC1)c1ccccc1 (configuration not stated),-20,668,-8%,11%,i,0.7,-5%,1%,0%,1.9%,nt,
CCC(C)(C)n1nnnc1C(c1ccc(C)cc1)N1CCN(Cc2ccc3c(c2)OCO3)CC1 (configuration not stated),-14,690,-4%,3%,i,0.4,15%,-9%,10%,2.5%,-5.5%,
O=C(NC1CCCCC1)/C(=N\O)c1ccccn1,nt,nt,-8%,1%,i,1.9,9%,-1%,-10%,-1.4%,-3.0%,
Cc1cccc(NC(=S)NC2CCCC2)c1C,-5,806,-5%,4%,i,1.8,9%,-6%,3%,2.6%,nt,
CCCCNC(=O)N(C)c1nc2ccccc2s1,-7,728,-7%,8%,i,0.3,-88%,-4%,2%,-0.6%,-0.4%,
Cc1ccc(-c2nn(-c3ccccc3)cc2/C=N/n2c(-c3ccncc3)n[nH]c2=S)cc1,-8,702,0%,7%,i,0.1,1%,nt,-22%,-0.3%,nt,
C=CCOC(=O)C1=C(C)NC(C)=C(C(=O)OCC=C)C1c1ccc(C)o1,-17,701,-6%,-4%,i,0.3,-19%,-11%,-6%,-0.6%,nt,
CC(=O)N1c2ccc(S(=O)(=O)N(C)CC(=O)N(C)Cc3ccccc3)cc2CC1C (configuration not stated),5,689,0%,0%,i,9.0,7%,-3%,4%,-0.5%,nt,
COc1cc(C)c(S(=O)(=O)N2CCCC2)cc1C,0,778,-6%,2%,i,1.2,16%,3%,-7%,0.7%,-5.3%,
CC(=O)N/C(=N/c1nc(C)cc(C)n1)Nc1cc(C)cc(C)c1,nt,nt,-10%,3%,i,0.8,-4%,-2%,-4%,-1.4%,nt,
Cc1cc(OCC(=O)Nc2cnn(CCCC(=O)O)c2)ccc1[N+](=O)[O-],12,692,-6%,1%,i,0.4,-3%,-8%,-1%,-0.3%,-4.2%,
CCCC(c1nnnn1CC(=O)OCC)N(Cc1cc2c(C)cc(C)cc2[nH]c1=O)C1CCCC1 (configuration not stated),nt,nt,6%,5%,i,0.9,-7%,0%,1%,-0.9%,-9.6%,
COc1cccc(NC(=O)CNS(=O)(=O)c2ccc3nc(C)sc3c2)c1,nt,nt,-3%,1%,i,0.6,12%,-1%,18%,1.2%,-1.1%,
CC(C(=O)Nc1ccncc1)(c1ccccc1)c1ccccc1,3,666,-6%,5%,i,0.0,15%,-6%,-5%,-0.4%,-2.3%,
CC(C)(C)c1cc(C(F)(F)F)n2ncc(-c3ccccc3)c2n1,7,703,1%,-5%,i,0.2,-10%,6%,0%,-1.3%,1.2%,
COc1ccc(-c2noc(N3CCC(C(=O)Nc4ccccc4Cl)CC3)n2)cc1,8,738,-6%,4%,i,4.2,25%,-6%,2%,0.2%,nt,
Fc1cccc(NC(=S)NNc2ccccc2)c1,-10,787,-2%,7%,i,0.3,30%,-2%,-23%,-2.3%,nt,
CCN(CC)c1ccc(NC(=O)c2ccc3c(c2)OCO3)cc1,-2,834,-5%,0%,i,0.2,-27%,-1%,-12%,-2.5%,nt,Dengue-2 NS5 capping pilot replicate=-2.7
Cc1ccc(CCNC(=O)CN(C)S(=O)(=O)c2cnc[nH]2)cc1,-3,510,-5%,10%,i,0.8,10%,6%,-1%,-2.6%,-11%,
C/C=C/C(=O)N1c2ccc(C)cc2C(C)=CC1(C)C,-1,706,1%,2%,i,0.4,15%,-2%,-2%,1.3%,nt,
O=C1[C@@H]2Cc3c([nH]c4ccccc34)CN2C(=O)CN1CCO,10,822,-8%,1%,i,0.7,10%,1%,4%,-0.7%,nt,
O=C(N/N=C/C(Br)=C/c1ccccc1)c1ccc([N+](=O)[O-])cc1,-15,620,-12%,33%,?,nt,21%,-1%,23%,-5.6%,nt,
CCN1C(=O)S/C(=C/c2cn(C)c3ccccc23)C1=O,-14,615,-3%,-7%,i,0.4,-13%,-8%,12%,-2.4%,-3.6%,

# Assay outcomes from PubChem.

# Some of the compounds tested; count on the stated rates, not on these rows.
